# Cl transport mod = KCC2 cotransporter modulators, thallium flux, primary screen, cell-based, HEK293 KCC2, FluoZin-2 fluorescence, MLSMR; B-score of Tl+ flux slope (higher = more flux/activation; lower = inhibition) at 10 µM; 190,000 compounds, 2.2% hits; AID 1456, 2008; Solute carrier family 12 member 5 (Homo sapiens), Q9H2X9; KCC2 cells, thallium flux FluoZin-2 fluorescence;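 active = thallium flux slope and its plate-corrected score both differing from the plate sample mean at a set confidence after two filtering rounds, in either direction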;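 also: slope of fluorescence scaled to starting intensity during 10 to 20 s after thallium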
# zVAD death inh = inhibitors of zVAD-triggered necroptosis, primary screen, L929 cells | L929 zVAD necroptosis rescue, ATP luminescence, 24 h; with zVAD 60 µM | viability rescue, % at 10 µM | 220,000 compounds, 0.38% hits;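 active = activation, scaled between plate controls, above about 75%, limit read from the data; inactive = activation under that limit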;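 also: 0% = zVAD with DMSO and 100% = DMSO alone without zVAD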
# FXIa inh = human FXIa protease inhibitors, primary screen, biochemical, 1536-well; AID 798, 2007; 220,000 compounds, 0.14% hits; purified FXIa, Boc-Glu-Ala-Arg-AMC fluorogenic substrate; inhibition, % at 5 µM; Coagulation factor XI (Homo sapiens), P03951;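 active = inhibition of at least 40%; inactive = inhibition below 40%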;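 also: fluorescence of freed AMC excited at 355 nm; 0% = enzyme without compound and 100% = no enzyme blank; many of its hits are not listed in these tables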
# Target sequence (P03951 19-387 limits assumed): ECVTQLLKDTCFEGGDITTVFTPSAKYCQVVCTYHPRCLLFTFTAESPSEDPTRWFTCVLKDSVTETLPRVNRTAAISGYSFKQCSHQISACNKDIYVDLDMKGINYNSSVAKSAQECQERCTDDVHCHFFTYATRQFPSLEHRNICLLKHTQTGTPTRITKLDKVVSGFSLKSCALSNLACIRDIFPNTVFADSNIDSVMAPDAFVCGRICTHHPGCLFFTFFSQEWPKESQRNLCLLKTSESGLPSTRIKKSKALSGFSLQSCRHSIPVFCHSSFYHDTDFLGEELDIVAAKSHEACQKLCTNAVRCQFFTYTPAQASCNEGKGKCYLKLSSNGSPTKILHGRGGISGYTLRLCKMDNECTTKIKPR
# Target sequence (P03951 388-625 limits assumed): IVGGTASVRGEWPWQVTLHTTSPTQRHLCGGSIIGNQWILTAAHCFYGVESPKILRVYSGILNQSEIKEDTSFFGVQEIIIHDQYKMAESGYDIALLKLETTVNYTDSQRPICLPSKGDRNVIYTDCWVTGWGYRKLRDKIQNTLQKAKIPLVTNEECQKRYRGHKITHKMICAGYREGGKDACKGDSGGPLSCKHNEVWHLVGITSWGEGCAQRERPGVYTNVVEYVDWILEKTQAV
# Hck Nef HTS = inhibitors of Nef-activated human Hck kinase, primary screen, biochemical, Z-Lyte FRET, 384-well, Hck-YEEI | Tyrosine-protein kinase HCK (Homo sapiens), P08631 | Recombinant Hck-YEEI plus Nef, Z-Lyte FRET kinase assay | inhibition, % at 20 µM | 220,000 compounds, 0.68% hits;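 active = Hck-Nef kinase inhibition above about 50%, limit read from the data; inactive = inhibition below that limit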;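 also: 0% = DMSO with Hck plus Nef and 100% = Hck alone without Nef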
# TNF necrop inh = inhibitors of TNF-alpha triggered necroptosis, primary screen, cell-based, Jurkat FADD-/-, single concentration | Jurkat FADD-/- TNF necroptosis rescue, ATP luminescence, 24 h; 0 = TNF only, 100 = no-TNF cells | 220,000 compounds, 0.068% hits | activation (protection from cell death), % at 10 µM | AID 463075, 2010;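 active = activation, meaning protection from cell death, of at least 50% relative to plate controls; inactive = activation below 50%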;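 also: necroptosis triggered by 40 ng/mL TNF-alpha added together with compound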
# hK5 inh = human KLK5 protease inhibitors, primary screen, biochemical, 1536-well; AID 873, 2007; recombinant hK5, fluorogenic AMC substrate cleavage; inhibition, % at 5 µM; 210,000 compounds, 0.59% hits;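 active = inhibition of 40% or more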;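 also: 0% = enzyme controls without compound and 100% = no-enzyme blanks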
# FXIIa inh 1536 = human FXIIa protease inhibitors, primary screen, biochemical, 1536-well. Coagulation factor XII (Homo sapiens), P00748. inhibition, % at 5 µM. 220,000 compounds, 0.3% hits. purified FXIIa, Boc-QGR-AMC fluorogenic substrate, 2 h. AID 800, 2007; in the data active = inhibition above about 40%;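 also: 0% = enzyme with no compound and 100% = blank without enzyme; many of its hits are not listed in these tables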
# Rad51 HR inh = human RAD51 strand exchange inhibitors, primary screen, biochemical, fluorescence | DNA repair protein RAD51 homolog 1 (Homo sapiens), Q06609 | hRad51 DNA strand exchange, fluorescence dequenching | inhibition, % at 10 µM | 200,000 compounds, 0.085% hits;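 active = inhibition above 40% at the single screening dose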;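 also: 0% = DMSO control wells and 100% = blanks with heterologous ssDNA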
# Target sequence (Q06609 whole entry, looked up): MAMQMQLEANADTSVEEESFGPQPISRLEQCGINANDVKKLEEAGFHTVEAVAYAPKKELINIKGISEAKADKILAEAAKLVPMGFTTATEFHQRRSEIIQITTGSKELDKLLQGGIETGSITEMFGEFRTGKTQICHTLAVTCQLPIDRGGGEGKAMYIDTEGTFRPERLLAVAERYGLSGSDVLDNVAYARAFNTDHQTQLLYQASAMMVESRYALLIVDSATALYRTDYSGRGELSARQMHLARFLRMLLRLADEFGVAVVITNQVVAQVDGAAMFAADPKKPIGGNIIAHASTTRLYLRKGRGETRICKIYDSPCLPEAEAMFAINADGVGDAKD
#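 Assay system: Human Rad51 nucleoprotein filaments preassembled on unlabelled ssDNA | Reagent: Donor/quencher-labelled 47-bp dsDNA substrate | Doses: One concentration, 10 µM final | Times: 37 °C 15-min filament assembly, 30-min compound preincubation, 15-min exchange | Technique: Fluorescein emission 520 nm, excitation 485 nm | Benchmarks: Plate control and blank wells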
# Thrombin inh = human alpha-thrombin inhibitors, primary screen, counter-screen for coagulation protease inhibitor project, biochemical, 1536-well, fluorogenic AMC substrate | 220,000 compounds, 0.26% hits | Prothrombin (Homo sapiens), P00734 | inhibition, % at 5 µM | AID 1046, 2008 | Boc-VPR-AMC fluorogenic substrate cleavage;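 active = inhibition at or above 40%; inactive = inhibition below 40%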;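 also: 0% = enzyme with no compound and 100% = wells without enzyme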
#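 Test system: human alpha-thrombin protein / Dosing: one concentration per compound, 5 µM, with 0.2% DMSO / Medium: pH 7.5 Tris-saline with Tween 20 / Benchmarks: no-compound enzyme wells and no-enzyme blanks / Read-out basis: percent inhibition of thrombin substrate cleavage / Timing: reaction at room temperature / Measured by: fluorescence, ex 355 nm, em 460 nm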
# Active calls of the source: *; i = inactive; x = no result given.
SMILES,Cl transport mod,zVAD death inh,FXIa inh,Hck Nef HTS,TNF necrop inh,hK5 inh,FXIIa inh 1536,Rad51 HR inh,Thrombin inh
O=C(Nc1nnc(C2CC2)s1)C1Cc2ccccc2CN1C(=O)c1ccco1 (stereo unspecified),0.017,0.5,-4,29,-0.4,0,3,-19,-16
O=C(COc1ccc(Cl)cc1)N1CCN(C(=O)c2cccc(F)c2)CC1,-1.3,x,1,-8,1.6,-14,14,6,0
Cn1c(=O)n(C)c2cc([N+](=O)[O-])c(N3CCN(C(=O)c4cccc(Cl)c4)CC3)cc21,0.75,-0.8,4,1,-5.3,-11,14,-11,-4
Cc1cc(CNC(=O)c2ccc3c(c2)OCO3)c2ccccc2n1,-0.2,1.6,-4,6,-5.4,-11,-1,-7,3
COc1cc(/C=N/NC(=O)C(=O)NCc2ccco2)cc(Cl)c1O,-2.7,0.9,-4,-8,1.5,3,3,4,-2
CCn1c(SCC(=O)Nc2nnc(C)s2)nc2c(c1=O)SC(C)C2 (stereo unspecified),-0.056,0.1,2,-3,1.5,-5,17,-1,-3
Cc1nc2c(C(=O)NCc3ccc(F)cc3)c[nH]n2c(=O)c1Cl,x,0.0,8,1,-2.6,3,38,5,-1
C[C@H](CO)NC(=O)[C@H](C)[C@@H]1C[C@@]1(C)[C@@H](NC(=O)OCc1ccccc1)c1ccccc1,0.089,3.9,-2,-8,-0.3,-9,5,0,0
COc1ccc(NC(=O)C2CC(=O)N(c3cc(C)ccc3C)C2)cc1 (stereo unspecified),-0.082,0.6,6,5,-0.6,-22,5,2,16
COc1ccc(/C=C2\SC(=O)N(CC(=O)NCCC(C)C)C2=O)cc1OC,-0.96,2.7,0,7,1.8,-3,4,6,0
CC(C)CNS(=O)(=O)c1ccc(CCC(=O)N2CCC(C(N)=O)CC2)cc1,-0.17,1.1,-4,6,1.2,x,4,x,-3
CCOC(=O)CCCNC(=O)COC(=O)c1cccc(C)c1O,0.5,0.8,-18,-4,0.7,-11,1,-3,-3
Cc1oc(-c2ccccc2Cl)nc1CN(C)C(C)c1ccon1 (stereo unspecified),-2.1,-1.1,2,19,-1.3,1,10,0,-3
CC(C)(C)CC(=O)O/N=C(\N)c1ccncc1,1.3,-0.1,33,-18,-0.5,34,x,-9,28
COc1ccc(-n2nc3cc(C)c(NC(C)=O)cc3n2)cc1,x,13,-13,12,-1.1,-16,-4,18,-13
Cc1nn(CCOc2ccccc2)c(=O)n1-c1ccccc1F,1.2,-0.3,2,1,17,-23,14,5,3
CCC(CO)NC(=O)c1ccccc1C(F)(F)F (stereo unspecified),0.94,0.4,-4,-11,0.6,14,2,-26,-1
CCCNC(=O)CN1C(=O)NC(CCc2ccccc2)C1=O (stereo unspecified),-0.23,-0.1,-7,16,1.1,-4,6,12,-11
CCN(c1ccccc1)S(=O)(=O)c1ccc(N)c(OC)c1,-0.13,-0.5,-1,10,-13,7,7,x,-1
Cc1ccc2occ(/C=C/C(=O)O)c(=O)c2c1,-0.08,0.0,-2,0,-9.0,-17,5,-7,-9
COc1ccc(C(=O)Nc2ccccc2C(=O)NC(Cc2ccc(O)cc2)C(=O)NNC(=O)c2ccc(C)cc2)cc1 (stereo unspecified),-2.1,2.5,-6,3,1.3,-6,4,0,-11
O=C(O)C1=C(C(=O)Nc2ccc(F)c(Cl)c2)CCCC1,-0.46,-0.3,-2,0,-0.8,-13,12,0,-14
CC1CCN(S(=O)(=O)N2CCC(C(=O)NCCN3CCOCC3)CC2)CC1,-0.11,-0.1,4,1,0.3,-15,7,5,-5
CN(C)C=Nc1ccc(Cl)c(Cl)c1,0.084,0.1,-3,6,9.4,2,0,3,-8
COCCOC(=O)C1=C(C)NC(=O)N(C(C)=O)C1c1ccc(Cl)cc1 (stereo unspecified),1,-0.3,1,1,-4.2,-4,5,12,-5
COC(=O)[C@H](Cc1ccccc1)NC(=O)Nc1ccc(S(N)(=O)=O)cc1,1.8,0.0,26,0,2.1,-8,35,-1,-6
OC(CNCc1ccc(Cl)c(Cl)c1)c1ccccc1 (stereo unspecified),-0.56,6.4,-4,12,1.0,-1,10,0,2
COc1nc(OC)nc(Oc2ccc(Cl)cc2[N+](=O)[O-])n1,-0.13,-0.6,8,5,-1.0,-1,12,x,-2
CN(C)c1cccc(NC(=O)CCc2ccccc2)c1,-0.13,0.6,4,6,-0.5,-5,2,0,-10
Cc1cccc(-n2c(=O)[nH]c3c(C(N)=O)nc(C(C)C)nc32)c1,0.31,1.0,5,-8,-2.5,-15,16,-1,-2
COc1cccc(C2Nc3cc(Cl)c(S(N)(=O)=O)cc3S(=O)(=O)N2)c1 (stereo unspecified),-0.012,0.5,-8,6,-0.2,-14,11,x,0
COc1ccccc1NC(=O)c1c(Br)cnn1C,0.017,1.8,-1,-5,-1.6,0,x,2,-4
COc1ccc(S(=O)(=O)N2CCCCC2)cc1,1.8,-0.1,0,-1,-1.8,0,14,-1,5
COc1ccc2nc(NC(=O)c3ccc(-c4cccc([N+](=O)[O-])c4)o3)sc2c1,0.092,-0.4,-3,0,0.3,-3,11,-4,-8
CCC(=O)N(CC)c1nc(-c2ccc(OC)cc2)cs1,-0.61,-0.2,4,-1,-3.2,0,9,-7,6
CCCCNC(=O)CN1C(=O)NC2(CCCc3ccccc32)C1=O (stereo unspecified),0.23,-0.1,-2,-1,-1.1,2,0,-3,2
O=C(COC(=O)/C=C/c1cn(-c2ccccc2)nc1-c1ccc2c(c1)OCCO2)NC1CCS(=O)(=O)C1 (stereo unspecified),0.17,3.6,1,36,-5.0,1,11,8,0
Cc1ccc(-c2csc3ncnc(Sc4nnc(CN5CCCCCC5=O)o4)c23)cc1,-0.049,68,0,6,-11,-15,-1,-1,17
O=C(NCc1ccccc1F)c1ccc(S(=O)(=O)Nc2cccc(C(F)(F)F)c2)cc1,2.1,1.9,-5,2,4.0,-15,2,-6,-6
Cc1ccc(NNC(=O)c2ccno2)cc1C,0.1,-0.5,-1,5,-4.5,-3,6,9,0

# An excerpt of these results, with values under each structure.
# Every second line gives: Cl transport mod, zVAD death inh, FXIa inh, Hck Nef HTS, TNF necrop inh, hK5 inh, FXIIa inh 1536, Rad51 HR inh, Thrombin inh
CN(C)C=Nc1ccc(Cl)c(Cl)c1
 : 0.084, 0.1, -3, 6, 9.4, 2, 0, 3, -8
COCCOC(=O)C1=C(C)NC(=O)N(C(C)=O)C1c1ccc(Cl)cc1 (stereo unspecified)
 : 1, -0.3, 1, 1, -4.2, -4, 5, 12, -5
COC(=O)[C@H](Cc1ccccc1)NC(=O)Nc1ccc(S(N)(=O)=O)cc1
 : 1.8, 0.0, 26, 0, 2.1, -8, 35, -1, -6

# Other structures:
SMILES,Cl transport mod,zVAD death inh,FXIa inh,Hck Nef HTS,TNF necrop inh,hK5 inh,FXIIa inh 1536,Rad51 HR inh,Thrombin inh
Cc1ccc(NCc2nnc(SCC(=O)Nc3cccc(O)c3)n2CC2CCCO2)c(C)c1 (stereo unspecified),-0.57,-0.9,-3,-4,-6.2,2,10,7,-4
O=C1CC(c2cccnc2)c2cc3c(cc2N1)OCO3 (stereo unspecified),0.76,1.8,8,0,-1.8,-10,10,1,-2
CCOC(=O)C(Oc1ccc2c(-c3ccccc3)cc(=O)oc2c1)c1ccccc1 (stereo unspecified),0.35,0.0,0,4,1.4,-15,7,12,-9
Cc1ccc(-c2nc(CN(Cc3c(C)nn(C)c3C)C(C)C)c(C)o2)o1,0.17,-0.6,-6,18,0.6,-3,3,-1,-16
COc1cccc(NC(=S)N(CCc2c(C)[nH]c3ccccc23)Cc2cccs2)c1,0.83,0.3,7,-2,-0.6,-8,13,x,1
Cc1ccccc1CSc1nnc2ccc(-c3ccncc3)nn12,0.36,-0.1,7,-31,-2.4,17,x,-5,0
Cc1ccc(NC(=O)c2ccc(OCC3CCCO3)cc2)cc1 (stereo unspecified),0.034,0.8,-7,6,1.1,-12,7,9,-3
CC(=O)c1ccccc1NC(=O)CC1(CC(=O)O)CCCCC1,-0.52,0.1,-4,-12,-0.1,-2,1,-2,-3
Cc1cccc(-n2ccnc2SCC(=O)O)c1C,-0.86,4.3,0,21,0.1,1,10,1,-5
CC(=O)Nc1ccc(N2CCN(Cc3ccccc3F)CC2)cc1,1.7,-0.2,-4,1,-0.2,-29,15,-11,-1
COc1cccc(Nc2ncnc3ccccc23)c1,-0.91,1.7,-2,13,1.9,-1,7,5,-6
Cn1c(=O)c(NCCO)c2c3c(cccc31)C(=O)c1ccccc1-2,i,2.1,2,-4,0.4,-18,13,i,3
Cc1cc(N)ccc1NC(=O)c1ccccc1,x,-0.1,4,1,0.0,-3,18,-5,2
CCOc1ccc(C2=Nc3ccc(Br)cc3C(c3ccc(N4CCOCC4)cc3)=NN2)cc1,0.17,0.0,-3,1,2.4,17,2,2,24
CN(CC(=O)Nc1ccc(N2CCOCC2)cc1)CC(=O)Nc1ccc(C(F)(F)F)cc1,-0.09,11,-2,26,2.8,-5,5,18,-6
CNC(=S)N/N=C/c1ccc(N2CCOCC2)s1,1.6,0.1,2,27,-0.3,-6,2,0,17
COc1cc(C)ccc1OCCOCCOc1cccc2ccc(C)nc12,-1.3,4.1,-2,-5,1.5,-6,19,9,2
Cc1cc([N+](=O)[O-])nn1CCCC(=O)Nc1cc(Oc2ccc(F)cc2)cc([N+](=O)[O-])c1,0.55,x,5,5,2.0,-3,10,x,4
COc1cccc(CC(NC(C)=O)C(=O)NC2CCN(c3c(Cc4ccccc4)c(C)nc4ncnn34)CC2)c1OC (stereo unspecified),1,0.0,6,1,1.9,-18,8,5,-4
O=c1c(-c2ccnn2-c2ccc(F)cc2)cnc2n1CCS2,1.3,0.1,-1,1,-0.6,6,6,1,-8
CCN(CC)c1nc(-c2nn[nH]n2)nc(N(CC)CC)n1,-0.92,-1.0,3,-2,2.2,-16,6,3,-7
CCN(CC)S(=O)(=O)c1ccc(C(=O)NNc2nc(-c3ccccc3)c3cc(Br)ccc3n2)cc1,0.92,-0.1,-4,1,1.7,-63,5,-4,-13
CCCCn1c(SCC(=O)N2CCc3ccccc32)nnc1-c1ccncc1,x,0.2,-4,4,4.1,-4,0,9,-7
O=C(Cn1cnc2ccccc21)N/N=C/c1ccc([N+](=O)[O-])cc1,-0.53,0.5,-1,3,1.3,-8,6,-1,-5
CCN(CC)S(=O)(=O)c1ccc(N2CCCCC2)c(NC(=O)/C=C/c2cc(OC)c(OC)c(OC)c2)c1,0.51,-0.3,6,6,1.0,-14,5,6,-8

# Screening data as filed in PubChem.

# An excerpt; count on the stated rates, not on these rows.
